From PubChem BioAssay
RGS4 inhibitor: human RGS4 inhibition; P49798; Transcreener GDP fluorescence polarization, RGS4-accelerated GTP hydrolysis; Potency, µM (series often up to 114 µM), for inactives: top-dose activity change, negative = inhibition, actives largely listed as inhibitors; 390,000 compounds, 0.039% hits; also: potency is read from the fitted curve at half-maximal effect; % is scaled to controls: 0 for no effect and ±100 for the full control effect; nearly all actives have a fitted effect of over 75% in size; some results filed as inactive show a strong effect at the top dose
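MLSMR compounds (23 nl, pin-transferred) preincubated 10 min at room temperature with a 500nM (2x) first reagent, then RGS4 at 900nM (2x) plus Transcreener GDP mix added; fluorescence polarization (620/688 nm) read before and after 90 min at 30 °C.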
G9a block: blocks human histone lysine methyltransferase G9a. Q96KQ7. G9a H3K9 monomethylation, AlphaScreen, 2 h. Potency, µM (titrated, usually from 102 µM), without a hit: at the highest dose activity, negative = inhibition, actives largely listed as inhibitors. 350,000 compounds, 8.8% hits. AID 504332; also: potency is read from the fitted curve at half-maximal effect; % is scaled to controls: 0 for no effect and ±100 for the full control effect; nearly all actives have a fitted effect of over 75% in size
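Quantitative HTS format: methyltransferase activity on a biotin-tagged H3K9 peptide is measured by AlphaScreen, using a rabbit anti-monomethyl-H3K9 antibody with streptavidin donor and anti-IgG acceptor beads. Final levels are 20 nM enzyme, 500 nM peptide, 20 uM SAM; 2 h RT.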
ERG Ets-DNA blk: inhibitors of human ERG Ets domain-DNA interaction; fluorescence polarization, His-ERG Ets domain / labelled DNA; Potency, µM (highest dose often 76.9 µM), without a hit: top-dose FP activity, negative = inhibition, hits mostly inhibitors; 370,000 compounds, 0.028% hits; AID 624246; active = well fitted inhibition curve with a large enough effect in the polarisation, with a control signal flat; inconclusive = small, poorly fitted or top-dose-only effect, or effect the other way, or a change in a side signal; inactive = no such curve, though single readings can be large or run the other way; the % refers to the polarisation;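 also: polarization taken with two DNA probes labelled with fluorescein and Texas red; potency is read from the fitted curve at half-maximal effect; % of control where 0% means no effect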
Target sequence (P11308 whole entry, looked up, the tested form may be a part): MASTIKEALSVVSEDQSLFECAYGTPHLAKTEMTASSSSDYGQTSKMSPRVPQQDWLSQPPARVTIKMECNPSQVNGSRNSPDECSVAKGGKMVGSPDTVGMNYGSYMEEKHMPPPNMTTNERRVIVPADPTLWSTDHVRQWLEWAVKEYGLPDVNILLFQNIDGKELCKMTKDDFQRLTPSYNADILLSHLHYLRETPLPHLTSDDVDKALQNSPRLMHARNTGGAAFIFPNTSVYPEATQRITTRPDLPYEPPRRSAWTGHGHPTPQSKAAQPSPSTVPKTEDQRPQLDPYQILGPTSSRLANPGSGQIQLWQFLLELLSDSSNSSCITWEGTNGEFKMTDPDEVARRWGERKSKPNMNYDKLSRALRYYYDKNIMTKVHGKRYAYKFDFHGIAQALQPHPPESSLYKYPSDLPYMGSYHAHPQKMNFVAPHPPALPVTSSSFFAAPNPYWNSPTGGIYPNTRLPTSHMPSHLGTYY
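His-tagged ERG Ets domain (1 uM in the protein solution; 300mM KCl, 50mM Tris-HCl, 1mM EDTA, 1mM DTT, pH 7.5) received compound, then a probe mix of 5 nM fluorescein-DNA and 100nM Texas-615-DNA. Fluorescence polarization was read for both dyes.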
JMJD2A Tudor inh: inhibitors of human JMJD2A Tudor domain; O75164; AlphaScreen JMJD2A-Tudor / H3K4me3 peptide binding; Potency, µM (titrated, usually from 114 µM), for the others: at the top dose activity change, negative = inhibition, usual class: inhibitors; 390,000 compounds, 4.4% hits; also: potency is read from the fitted curve at half-maximal effect; % is scaled to controls: 0 for no effect and ±100 for the full control effect; nearly all actives have a fitted effect of over 50% in size
HP1b binding inh: inhibitors of HP1-beta chromodomain binding to methylated histone tails. P83916. AlphaScreen HP1-beta / biotin-H3K9me3 peptide binding. Potency, µM (highest dose often 114 µM), without a hit: top-dose activity change, negative = inhibition, actives largely listed as inhibitors. 390,000 compounds, 0.56% hits; also: potency is read from the fitted curve at half-maximal effect; nearly all actives have a fitted effect of over 70% in size; inactives centre near 23
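AlphaScreen: HP1-beta (50 nM) preformed 30 min with biotin-H3(1-18)K9me3 peptide (50 nM) in PBS pH 7.4, 0.01% Tween-20. Compound added for 30 min at RT, then streptavidin donor/nickel chelate acceptor beads (10 ug/mL) for 30 min.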
BAZ2B inh: BAZ2B (human) inhibition. 360,000 compounds, 4.4% hits. Q9UIF8. AlphaScreen BAZ2B-H3K14Ac peptide displacement. AID 504333. Potency, µM (top dose mostly 114 µM), inactives show top-dose activity change, negative = inhibition, actives largely listed as inhibitors; also: potency is read from the fitted curve at half-maximal effect; % is scaled to controls: 0 for no effect and ±100 for the full control effect; nearly all actives have a fitted effect of over 60% in size
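Protein-peptide AlphaScreen: BAZ2B 50 nM, b-H3K14Ac 50 nM, 1x PBS pH 7.4 + 0.01% Tween-20. Preincubation 30 min RT; cpd 30 min RT (top 110 uM); beads 20 min RT, light-protected.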
12-LOX inh: ALOX12 (human) lipoxygenase inhibition; 580,000 compounds, 1.1% hits; Potency, µM (series often up to 108 µM), for the others: at the top dose activity change, negative = inhibition, most hits filed as inhibitors; purified 12hLO, xylenol orange hydroperoxide absorbance; P18054; also: potency is read from the fitted curve at half-maximal effect; % is scaled to controls: 0 for no effect and ±100 for the full control effect
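Hydroperoxide product was detected by ferrous iron/xylenol orange as the 573 to 405 nm absorbance ratio. Arachidonic acid at 40 uM (final) was turned over for 30 min at room temperature by 150 nM human 12hLO, pH 7.0 Hepes buffer, after 15 min compound preincubation.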
PI4K2A block: inhibitors of human PI4K2A; Q9BTU6; purified PI4K2A, ADP-Glo luminescence, 1 h; hits give low values; activity change, negative = inhibition, % at 76.9 µM; 420,000 compounds, 0.13% hits; in the data active = activity change below about -50%; inconclusive = mostly about -30% to -49%;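 also: -100% = wells without enzyme as full effect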
Target sequence (Q9BTU6 whole entry, looked up): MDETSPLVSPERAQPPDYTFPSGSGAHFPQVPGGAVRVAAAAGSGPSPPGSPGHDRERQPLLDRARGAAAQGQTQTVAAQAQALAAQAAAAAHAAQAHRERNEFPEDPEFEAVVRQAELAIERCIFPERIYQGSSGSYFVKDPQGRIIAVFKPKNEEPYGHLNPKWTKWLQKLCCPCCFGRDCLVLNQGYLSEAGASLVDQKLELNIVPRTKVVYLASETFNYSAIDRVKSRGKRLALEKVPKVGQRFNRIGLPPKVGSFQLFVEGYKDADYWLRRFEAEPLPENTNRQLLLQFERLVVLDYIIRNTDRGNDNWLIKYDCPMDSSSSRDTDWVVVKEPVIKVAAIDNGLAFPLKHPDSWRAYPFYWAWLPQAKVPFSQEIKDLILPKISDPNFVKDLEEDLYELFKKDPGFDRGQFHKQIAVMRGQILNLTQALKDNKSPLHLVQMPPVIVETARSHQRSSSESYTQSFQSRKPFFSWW
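In this quantitative HTS, ADP production by PI4K2A was quantified luminescently after 1 h at ambient temperature; 100 microM adenosine served as plate-quality control.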
GLS inhibitor: glutaminase GLS (human) inhibition | O94925 | GLS enzymatic activity, qHTS titration | Potency, µM (highest dose often 45.5 µM), inactives show at the highest dose activity change, negative = inhibition, actives largely listed as inhibitors | 410,000 compounds, 0.21% hits | AID 624170; also: potency is read from the fitted curve at half-maximal effect; % is scaled to controls: 0 for no effect and ±100 for the full control effect
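hKGA in 45 mM KH2PO4 pH 8.2, 0.02% Tween-20 with pin-transferred compounds; 1 mM L-glutamine (stock) plus glutamate oxidase/HRP/Amplex Red coupling added. Fluorescence read initially and after 30 min at RT.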
* = called active by the depositor; i = inactive; ? = inconclusive; . = no result given; & = joins results of further samples; ! = a repeat was not active; [ ] = remark or other dose. Unless noted, calls follow the shape of the dose curve; as a rule, active = well fitted curve in the direction sought with a large enough effect; inconclusive = small, poorly fitted or top-dose-only effect, or another doubt; inactive = no such curve, though single readings can be large; an effect the other way counts as inactive or inconclusive.

SMILES	RGS4 inhibitor	G9a block	ERG Ets-DNA blk	JMJD2A Tudor inh	HP1b binding inh	BAZ2B inh	12-LOX inh	PI4K2A block	GLS inhibitor
CC(=O)NC(C1C(=O)CC(C)(C)CC1=O)(C(F)(F)F)C(F)(F)F	-7%	76%[activator][59 µM]	8%	-6%	42%[activator]	47%[activator]	13%	8	-4%
O=C(CN1C(=O)NC2(CCCCC2)C1=O)N1CCc2ccccc2C1	10%	10%	3%	-6%	33%	-3%	-13%	-3	0%
CNC(=O)c1cc(NC(=O)N(CCC#N)CCN(C(=O)NC(Cc2ccccc2)C(=O)NC(CC(C)C)C(=O)NC)c2ccccc2)ccc1OC (stereo unspecified)	-40%	.	.	-8%	38%	.	-4%	-1	0%
CC1CCCN(C(=O)CN2CCN(C(=O)c3ccco3)CC2)C1 (stereo unspecified)	1%	25µM*	5%	-3%	34%	-6%	0%	-1	9%
COc1cc(/C=N/NC(=O)c2ccc3nc[nH]c3c2)ccc1O	-33%	.	-3%	-7%	32%	-8%	6%	-1	-6%
Cc1ccc(C)c(NC(=O)COC(=O)c2cc(=O)c3ccccc3o2)c1	2%	-40%	?	0%	22%	3%	.	1	-16%
CC(=O)N1c2c(cc(Br)cc2S(=O)(=O)N2CCOCC2)CC1C (stereo unspecified)	-11%	-37%	4%	7%	36%[activator]	-5%	0%	2	6%
[O-][N+]12CC[N+]([O-])(CC1)c1ccccc12	-1%	2%	0%	-11%	33%	-1%	-3%	12	-3%
COc1ccc(CNC(=O)CN(C(=O)CCC(=O)Nc2ccccn2)c2ccc(C)cc2)cc1	-39%	-14%	-1%	56µM*	9%	1%	-22%	-8	5%
Cc1c(/C=N/NC(N)=O)c2ccccn2c1C(=O)c1ccc(F)cc1	-21%	?	.	?	-16%	?	-28%	3	-4%
CCCC12CN3CC(CCC)(CN(C1)C3c1ccc(OC(C)C)cc1)C2=O (stereo unspecified)	-5%	1%[59 µM]	0%	4%	29%	-5%	-16%	5	-8%
Nc1cccc2c1C(=O)N(C(=O)c1ccc(Cl)c(S(=O)(=O)N3CCCCCC3)c1)C2=O	-12%	?	-13%	-8%	48%	-9%	0%[57.4 µM]	2	26%
COc1cc(Cl)c(NS(=O)(=O)c2ccc3c(c2)CC(C)N3C(=O)C2CCC2)c(OC)c1 (stereo unspecified)	-4%	0%[59 µM]	-2%	-16%	15%	-1%	-7%	3	9%
COc1cc(C(=O)COC(=O)c2cccs2)cc(OC)c1OC	2%	.	3%	-8%	26%	.	17%	-2	-5%
c1ccc2c(-c3[nH]ncc3CNCCCn3ncc4ccccc43)cccc2c1	-13%	.	-2%	20µM*	-17%	?	-12%	-2	-4%
COc1ccc(-c2nc(SC(C)C(=O)c3c(N)n(C)c(=O)n(C)c3=O)n[nH]2)cc1 (stereo unspecified)	-15%	-2%[12.7 µM]	1%	-7%	53%[activator]	-6%	?	-4	1%
CCOC(=O)c1nn(-c2ccc(Cl)cc2C)ccc1=O	24%	11%	8%	-3%	26%	0%	-41%	3	0%
CC(=O)NS(=O)(=O)c1ccc(NC(=O)c2cc(-c3cccs3)nc3ccccc23)cc1	-5%	2%	-11%	-18%	14%	3%	-19%	0	15%
N#CC1=C(N)Oc2c(ccc3cccnc23)C1c1ccncc1 (stereo unspecified)	11%	.	-4%	-25%	23%	-32%	265%[activator]	0	4%
COc1ccc(CC(=O)Nc2sc3c(c2C(=O)Nc2c(C)cccc2C)CCCCC3)cc1	-5%	-4%[59 µM]	0%	-13%	9%	-8%	-29%	2	5%
O=C(Nc1cccc(S(=O)(=O)N2CCOCC2)c1)c1cc2ccccc2o1	-2%	-2%	20%	-15%	19%	-27%	9%	-1	-3%
Cc1cccc(C)c1OCC(=O)Nc1cccc(C(=O)O)c1	2%	-5%	-4%	-14%	14%	-3%	6%	1	5%
CSc1nc(N)c2c3c(sc2n1)CN(C)CC3	14%	-18%	-6%	-3%	33%	1%	0%	-4	-16%
COc1ccc(NC(=O)c2nc[nH]c2C(=O)N[C@H](C)c2ccccc2)cc1	28%	19%[59 µM]	0%	-30%	22%	-3%	-21%	-2	5%
CCSc1nnc2c(n1)OC(c1ccc(C)s1)Nc1ccccc1-2 (stereo unspecified)	17%	5%[59 µM]	-3%	-12%	9%	-17%	-21%	1	-6%
CC(=O)c1cc(C(=O)N2CCc3c([nH]c4ccccc34)C2C2CCCCC2)[nH]n1 (stereo unspecified)	29%	?	-3%	?	11%	?	3%	8	4%
COc1ccc2c(c1)CC(C(=O)NCCCN1CCN(c3ccc(F)cc3)CC1)CO2 (stereo unspecified)	5%	-35%[59 µM]	4%	?	11%[57 µM]	?	0%	1	16%
O=C(COc1ccc(Cl)cc1)N(Cc1ccco1)C1CCS(=O)(=O)C1 (stereo unspecified)	14%	-1%	-4%	-10%	9%	-30%	?	2	2%
OC(COCC1COc2ccccc2O1)CN1CCCCC1 (stereo unspecified)	13%[11.4 µM]	-11%	-7%	-25%	2%	-2%	-16%	-8	5%
Cc1nc(N/N=C/c2cccc(F)c2)cc(N2CCOCC2)n1	-3%	-5%	5%	-18%	24%	2%	-7%	-2	-15%
CC1(C)S[C@@H]2[C@H](NC(=O)[C@H](N)c3ccccc3)C(=O)N2[C@H]1C(=O)OC1OC(=O)c2ccccc21 (stereo partly specified)	9%	?	1%	-35%	13%	0%	14%	-7	12%
COc1ccc2cc(CN(CC3COCCO3)S(=O)(=O)c3ccc(Cl)cc3)c(=O)[nH]c2c1 (stereo unspecified)	-19%	22%[59 µM]	-3%	0%	31%	9%	0%	1	6%
COC(=O)C1=C(C)NC(C)=C(C(=O)OC)C1c1ccc(-c2cccc([N+](=O)[O-])c2)o1	-21%	79µM*	11%	?	13%	-26%	?	2	-1%
O=C(Nc1ccc([N+](=O)[O-])cc1Cl)c1cc(Cl)ccc1O	?	7.9µM*!	2%	?	11%	-3%	?	2	-1%&-11%
CNC(=O)CN(c1cc([N+](=O)[O-])ccc1OC)S(C)(=O)=O	2%	-7%[59 µM]	1%	-8%	20%	7%	-11%	-2	8%
Cc1ccc(S(=O)(=O)N2CCN(CC(=O)N/N=C/c3ccc(C)o3)CC2)cc1	-12%	?	5%	-29%	19%	-3%	-3%	3	2%
Nn1c(SCC(=O)NCCc2ccc(F)cc2)nnc1C1CCCCC1	-11%	-13%[12.7 µM]	-9%	-20%	35%	-5%	-9%	-3	6%
O=C(NCc1ccccn1)C1CCN(S(=O)(=O)c2ccccc2F)CC1	9%	11%[2.33 µM]	-3%	-2%	39%[activator]	-6%	19%	1	-1%
CC1CCN(c2c(NCc3ccc(C(=O)NCCc4ccc(Cl)cc4)cc3)c(=O)c2=O)CC1	15%	-35%	-4%	-26%	25%	-36%	-30%	-3	6%
CCOc1ccc(S(=O)(=O)N2CCC(C(=O)OC(C)C(=O)NC3CCCCC3C)CC2)cc1 (stereo unspecified)	17%	5%[59 µM]	.	-15%	39%	8%	3%	-5	2%

Grouped by structure: the compounds so far with a nitro group on carbon (3)
SMILES	RGS4 inhibitor	G9a block	ERG Ets-DNA blk	JMJD2A Tudor inh	HP1b binding inh	BAZ2B inh	12-LOX inh	PI4K2A block	GLS inhibitor
COC(=O)C1=C(C)NC(C)=C(C(=O)OC)C1c1ccc(-c2cccc([N+](=O)[O-])c2)o1	-21%	79µM*	11%	?	13%	-26%	?	2	-1%
O=C(Nc1ccc([N+](=O)[O-])cc1Cl)c1cc(Cl)ccc1O	?	7.9µM*!	2%	?	11%	-3%	?	2	-1%&-11%
CNC(=O)CN(c1cc([N+](=O)[O-])ccc1OC)S(C)(=O)=O	2%	-7%[59 µM]	1%	-8%	20%	7%	-11%	-2	8%

Next part:
SMILES	RGS4 inhibitor	G9a block	ERG Ets-DNA blk	JMJD2A Tudor inh	HP1b binding inh	BAZ2B inh	12-LOX inh	PI4K2A block	GLS inhibitor
Cc1cc(C)c(OCC(=O)Nc2ccc3c(c2)OCO3)cc1C	-22%	-44%	3%	-12%	-4%	3%	-18%	-2	1%
Cn1c(N)c(C(=O)CSc2nc(C3CC3)n(-c3ccccc3)n2)c(=O)[nH]c1=O	27%	-6%[12.7 µM]	-8%	-15%	24%	6%	11%	3	-4%
CCOc1ccccc1C(=O)N/N=C/c1ccoc1	14%	12%	-5%	-25%	14%	?	i	-4	-9%
Cc1cc(C)c(S(=O)(=O)NCc2cn3c(C)csc3n2)c(C)c1	11%	16%[59 µM]	0%	-12%	25%	-1%	454%[activator]	0	0%
CCOc1ccc(NS(=O)(=O)c2ccc(Cl)c(C(=O)N(C)Cc3cccnc3)c2)cc1	-23%	10%[12.7 µM]	-4%	-4%	30%	3%	18%	-4	25%
Cc1oc2c(CN3CCCC3)c(O)ccc2c(=O)c1-c1ccc(Cl)cc1	40%	4%	0%	-12%	27%	-6%	-3%	0	-7%
Cc1ccc(C2=NNC(=O)C(c3ccc(Cl)cc3)C2)cc1 (stereo unspecified)	10%	10%[12.7 µM]	0%	-21%	9%	-4%	0%	10	17%
COc1ccc(C2C(C(=O)NCc3ccccc3)=C(C)Nc3ncnn32)cc1OC (stereo unspecified)	-14%	4%[2.33 µM]	-1%	-10%	35%[activator]	9%	10%	-8	29%

A portion of the library, so the mix of outcomes need not match the whole.
